# m5-HT2A agonist: agonists of mouse serotonin 5-HT2A receptor (HTR2A). AID 624169. CHO-K1 mHTR2A beta-arrestin complementation, luminescence; percent of 30 µM serotonin response. P35363. activation, % at 7.6 µM. 360,000 compounds, 0.66% hits;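 active = activation above a run cutoff, the mean activation of all tested compounds plus 3 SD, cut at about 14% in these data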;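 note: 0% = plate median of compound wells and 100% = 30 µM serotonin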
# Target sequence (P35363 whole entry, looked up): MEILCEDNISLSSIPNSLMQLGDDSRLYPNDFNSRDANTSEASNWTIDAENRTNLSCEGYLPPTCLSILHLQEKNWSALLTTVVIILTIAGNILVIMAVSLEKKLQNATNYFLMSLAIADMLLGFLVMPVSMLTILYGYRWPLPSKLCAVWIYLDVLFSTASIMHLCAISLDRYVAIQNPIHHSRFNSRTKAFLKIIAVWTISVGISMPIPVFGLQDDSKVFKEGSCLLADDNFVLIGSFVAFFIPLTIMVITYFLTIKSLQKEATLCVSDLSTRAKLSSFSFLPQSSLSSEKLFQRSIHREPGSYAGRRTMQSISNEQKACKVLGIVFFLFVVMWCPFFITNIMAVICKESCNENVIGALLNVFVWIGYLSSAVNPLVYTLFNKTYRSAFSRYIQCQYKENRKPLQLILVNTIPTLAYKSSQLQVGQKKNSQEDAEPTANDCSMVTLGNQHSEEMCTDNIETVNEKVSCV
# TLR9-MyD88 block: inhibitors of human TLR9-MyD88 binding; Q9NR96+Q99836; CHO BLA complementation TLR9-MyD88, CCF4 FRET ratio; inhibition, % at 4.98 µM; 340,000 compounds, 0.21% hits; AID 504734;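 active = inhibition above the mean over all tested compounds plus 3 SD, cut at about 21% in these data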;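 note: 0% = DMSO only wells and 100% = clavulanate BLA inhibitor control wells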
# NOD2-RIPK2 inh: inhibitors of human NOD2-RIPK2 interaction; O43353; CHO BLA complementation NOD2-RIPK2, CCF4 ratio; inhibition, % at 4.98 µM; 360,000 compounds, 0.38% hits; AID 624267; in the data active = inhibition above about 21%;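 note: 0% = vehicle only and 100% = reference blocker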
# N-glyco inh: blocks N-linked glycosylation in D54 reporter cells | D54 ERlucT glycosylation luciferase reporter, 24 h; percent of 100 nM tunicamycin response | reporter increase, % at 12.5 µM | 360,000 compounds, 0.23% hits;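 active = mean luciferase reporter signal, scaled so untreated is 0 and the glycosylation-blocking control 100, at or above a set limit in every replicate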;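 note: luciferase carries N-glycosylation sites so blocking glycosylation raises the light; 0% = median of neutral control wells and 100% = median of 100 nM tunicamycin wells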
# ABCB6 inh 2: blocks the human ABCB6 transporter | K562-ABCB6 porphyrin accumulation, flow cytometry, 1 h; hits give low values | fluorescence ratio to DMSO, % at 10 µM | Q9NP58 | 360,000 compounds, 0.19% hits;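 active = fluorescence ratio to DMSO below 75%, the collection mean minus 3 SD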;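 note: signal is porphyrin accumulated inside mitochondria; 100% equals median channel fluorescence of DMSO control wells; lower ratio means ABCB6 inhibition with less porphyrin fluorescence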
# MC4R ag barr: activates human MC4R beta-arrestin recruitment; P32245; U2OS MC4R beta-arrestin complementation, luminescence; percent of melanotan II response, DMSO zero; activation, % at 8.9 µM; 360,000 compounds, 0.98% hits;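 active = activation above a per-plate cutoff, the mean activation of sample wells on that plate plus 3 SD, cut at about 8% in these data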
# Target sequence (P32245 whole entry, looked up): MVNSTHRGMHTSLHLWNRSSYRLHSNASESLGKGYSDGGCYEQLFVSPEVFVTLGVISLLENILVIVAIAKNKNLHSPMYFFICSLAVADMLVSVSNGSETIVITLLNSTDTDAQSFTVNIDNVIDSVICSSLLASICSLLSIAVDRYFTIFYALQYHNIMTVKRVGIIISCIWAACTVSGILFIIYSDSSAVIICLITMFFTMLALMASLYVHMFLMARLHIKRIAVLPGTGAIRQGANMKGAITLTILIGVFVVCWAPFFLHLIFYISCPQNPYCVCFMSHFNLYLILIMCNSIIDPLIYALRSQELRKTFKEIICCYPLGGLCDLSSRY
# Cardio protect: myocardial damage modulation in H9c2 cells; H9c2 cardiomyocytes, H2O2 injury protection, ATPLite, 2 h; protection from H2O2 cell death, % at 20 µM; 360,000 compounds, 0.63% hits;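 active = compounds giving at least 50% protection of heart cells from peroxide-induced death in the single-dose screen, raw or plate-pattern-corrected value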;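 note: 0% = DMSO wells with peroxide and 100% = DMSO wells without peroxide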
# ABHD5 PLIN5 PPI: blocks binding of human ABHD5 to perilipin-5; Q00G26+Q8WTS1; Split G. princeps luciferase complementation, luminescence, 4 h; inhibition, % at 4 µM; 360,000 compounds, 0.78% hits; AID 602281;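 active = inhibition above the mean inhibition across every tested compound plus 3 SD, cut at about 22% in these data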;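 note: 0% = DMSO only wells and the 100% control is not disclosed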
# NCOA2 inhibitor: human SRC2 (NCOA2) inhibition. Q15596. HEK293 GAL4-SRC2 luciferase reporter, luminescence. 370,000 compounds, 0.17% hits. inhibition, % at 9 µM;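 active = inhibition above the mean inhibition of all tested compounds plus 3 SD, set per campaign, cut at about 52% in these data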;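 note: 0% = DMSO treated cells and 100% = cells given Gossypol at 36 µM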
# MC4R antag cAMP: human MC4R antagonism in cAMP assay; P32245; MC4R-expressing cells, MTII-stimulated cAMP, LANCE TR-FRET; inhibition, % at 6.5 µM; 360,000 compounds, 0.48% hits; AID 540295;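 active = inhibition above its plate's cutoff, the mean of tested wells on that plate plus 3 SD, cut at about 29% in these data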;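 note: 0% = Melanotan II alone and 100% = Melanotan II plus saturating MCL0020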
#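 Material: U2OS-MC4R stable cell line | Reagent: Melanotan II challenge after compound preincubation | Doses: One concentration, 6.5 µM nominal | Incubation: 30-min compound preincubation, 1-h Melanotan II challenge, 1-h detection, room temperature | Signal: TR-FRET cAMP assay | Replicates: One well per compound, no replicates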
# * hit, by the source's call; · = no result given. An excerpt; count on the stated rates, not on these rows.
molecule	m5-HT2A agonist	TLR9-MyD88 block	NOD2-RIPK2 inh	N-glyco inh	ABCB6 inh 2	MC4R ag barr	Cardio protect	ABHD5 PLIN5 PPI	NCOA2 inhibitor	MC4R antag cAMP
N#Cc1ccsc1NC(=O)CN1CCN(Cc2ccccc2)CC1	2	3	4	-1	103	-1.9	5	0	-26	4
CCOC(=O)C1CCCN(S(=O)(=O)CCNC(=O)c2ccc(F)cc2)C1 (configuration not stated)	-3	-6	7	1	99	-4.0	-4	7	-13	11
COC(=O)c1cnn(-c2ccc(C)c(C)c2)c1-n1cccc1	-2	5	5	0	101	2.4	6	-3	-22	8
Cc1ccc(S(=O)ONc2cccc(NOS(=O)c3ccc(C)cc3)c2)cc1 (configuration not stated)	-7	9	-11	-1	95	0.0	-4	-2	-9	2
CCOC(=O)C1=CCC(c2ccccc2)N(S(=O)(=O)c2ccccc2)C1 (configuration not stated)	0	·	-11	-2	100	·	3	-2	13	·
COc1cc(C2N(c3cccc(Cl)c3)C(=O)C3CCCN32)cc(OC)c1OC (configuration not stated)	21*	-5	-5	3	97	-1.2	7	-3	-39	4
CCN(CC)S(=O)(=O)c1cc(C(=O)OC(C)C(=O)NCc2ccco2)ccc1C (configuration not stated)	10	0	-2	1	98	-2.0	0	-8	-4	6
CCCCN(C(=O)CSCc1ccc(C)cc1)c1c(N)n(CCC)c(=O)[nH]c1=O	2	6	-6	1	99	-1.8	2	-3	25	2
CCOC(=O)N1CCC(=NNc2ccc(S(N)(=O)=O)cc2[N+](=O)[O-])CC1	8	-9	-12	3	99	-0.6	-13	-1	4	-3
CCOc1ncccc1C(=O)Nc1cc(S(=O)(=O)N2CCCCC2)ccc1OC	6	10	6	-1	94	-0.7	-3	-2	13	-3
CCCCCCC(=O)N(O)C1CC(=O)N(c2ccc(Br)cc2)C1=O (configuration not stated)	5	-10	-2	68*	99	1.8	1	-2	22	5
CCCCNC(=O)CSc1nnc(Cc2ccc(Cl)c(Cl)c2)c(=O)[nH]1	2	2	-6	2	98	-1.7	0	-3	29	5
Cc1ccccc1C(=O)NC1CCN(Cc2ccccc2)CC1	-2	-10	-6	1	104	-1.6	-1	-5	-11	18
Cc1c(NC(=O)COC(=O)/C=C/c2cccc(Br)c2)c(=O)n(-c2ccccc2)n1C	-2	-20	-4	-2	99	-1.1	-5	9	23	10
CCCn1c(N)c(C(c2ccc(C(=O)OC)cc2)N2CCN(c3ccccc3)CC2)c(=O)[nH]c1=O (configuration not stated)	11	6	-14	0	94	-0.6	6	-2	-22	16
O=C(CCS(=O)(=O)c1cccs1)Nc1ccc(C(=O)NCc2cccs2)cc1	-4	-3	-17	-5	105	-0.5	3	-2	12	7
CC(C)CNS(=O)(=O)c1ccc(CCC(=O)NCc2cccnc2)cc1	5	2	-7	3	97	0.5	-7	1	-14	3
Cc1noc(C)c1C(=O)NC1CCCc2ccccc21 (configuration not stated)	10	-3	-2	-1	101	-0.2	-3	0	8	2
Cc1ccc(C#CC(C)(O)C(C)(C)C)cn1 (configuration not stated)	-2	10	-15	-1	99	-1.7	4	-1	-35	3
O=C(COC(=O)C1CCC(=O)N1)Nc1cccc([N+](=O)[O-])c1 (configuration not stated)	-8	5	-3	1	100	-0.9	6	6	-1	2
Cc1cc(C)c(OCC(=O)Nc2ccc(N3CCOCC3)cc2)c(Br)c1	4	-4	10	1	100	-1.5	2	-5	-24	4
Cc1ccc(COc2ccsc2C(=O)NN)cc1	-7	-12	5	0	101	-0.5	-3	-5	-47	-3
CC(C)(C)OC(=O)N1CCC(NC(=O)c2nc[nH]c2C(=O)NCc2ccccc2)CC1	-4	13	0	-2	120	1.4	-3	2	9	10
CCCc1cc(=O)[nH]c(SCC(=O)N(Cc2ccccc2)C(C)C)n1	2	1	-5	-2	96	0.2	-9	2	-28	10
O=C(NCc1ccccc1)C(=O)Nc1cccc(C(=O)O)c1	3	-3	-12	-10	99	4.4	4	-3	-55	12
O=C(NCCc1ccc(Cl)cc1)Nc1ccc(F)cc1	-7	5	-2	0	98	-1.8	-3	-3	0	13
COC(=O)c1ccccc1NC(=O)Nc1ccc(C)cn1	11	-2	-4	0	100	-4.3	6	3	-23	8
O=C(NCCCn1ccnc1)c1ccc(Br)s1	1	-3	-5	1	94	-1.8	-1	-1	-8	0
O=C(CSC(=S)N1CCCC1)Nc1ncc(Cl)cc1Cl	2	2	-8	-2	91	0.9	-4	-1	-7	4
O=C(NC1CCCCC1)c1cc(-c2cccs2)on1	-6	2	-5	-6	103	0.1	-2	-11	-60	-1
COc1ccc(/C=N/NC(=O)c2ccccc2O)cc1CN1CCOCC1	-5	-7	-16	2	95	-2.5	-8	-3	-5	-2
COC(=O)CCN1CCN(S(=O)(=O)c2cccc(Br)c2)CC1	0	-1	-10	0	98	-1.9	7	1	-13	9
COc1ccc(OC)c(-c2csc(NC(=O)Cn3[nH]c(=O)c4ccccc4c3=O)n2)c1	-2	-3	-15	-5	99	0.7	49	-10	-17	11
O=S(=O)(c1ccc(Br)s1)N1CCN(CCc2ccccc2)CC1	-6	-5	6	-4	95	-1.0	-1	1	-2	6
COc1ccc2[nH]c(CN3CCN(CC(C)C)C(CCO)C3)c(C)c2c1 (configuration not stated)	4	-4	-5	-1	97	1.1	2	2	-10	8
CCCS(=O)(=O)NC(=O)C1(C)CCCN(C(=O)c2c(F)ccc(C)c2F)C1 (configuration not stated)	10	·	-15	-1	96	-0.7	0	10	-5	-6
O=C(Nc1ccc(S(=O)(=O)Nc2ccccn2)cc1)c1cccc(Br)c1	-3	2	-6	-2	92	-2.5	-6	1	3	8
CCc1ccc(NC(=O)c2cc(C(C)C)on2)cc1	-2	0	4	-10	105	0.2	-9	1	-39	-2
CCCCN(CC)C(=O)Cn1c(=O)sc2ccccc21	3	0	-12	1	92	-0.3	3	2	-21	2
O=C(Nc1ccccc1)c1cc([N+](=O)[O-])ccc1NCc1cccnc1	2	-8	8	-3	99	1.0	5	0	-22	2
O=C(O)/C=C/c1ccc(-c2cccc(C(F)(F)F)c2)o1	5	-6	0	0	101	-0.9	-5	3	-13	3
O=C(COC(=O)c1ccc(O)cc1)NCC1CCCO1 (configuration not stated)	5	-3	-9	-1	101	-0.7	-1	-5	2	-4
O=Cc1ccc(O)c2ncccc12	-25	-11	-3	4	101	-0.8	-7	-3	·	-3
C=CCn1c(N)nc2ccccc21	2	2	-9	0	97	-0.9	3	5	-12	5
CCn1c(NCc2cc(OC)c(OC)c(OC)c2)nc2ccccc21	-6	2	3	0	100	-2.8	-1	-1	4	4
COc1ccc(NC(=O)CN(C)C(=O)CC2CCCCC2)cc1	6	8	-14	2	94	0.4	0	3	12	2
CCOC(=O)C1=C(C)N(C)C(=S)NC1c1c(OCC)ccc2ccccc12 (configuration not stated)	4	-2	-14	3	97	21*	0	5	-9	-1
Cc1cccc(C)c1NC(=O)CNC(=O)CCC(=O)c1cccs1	1	-1	-3	-1	101	-0.6	-2	4	-10	3
CC1CCN(C(=O)CSc2nnc(-c3cc4ccccc4cc3O)n2Cc2ccco2)CC1	-3	2	10	2	95	-2.0	2	8	17	14
O=C(/C=C/c1ccco1)Nc1ccc(CN2CCOCC2)cc1	-1	2	3	1	100	0.8	3	4	-20	7
Cc1ccccc1N1CCN(C2CCCN(C(=O)CCC3(C)CC3)C2)CC1 (configuration not stated)	-11	4	2	0	95	-3.5	0	-1	-13	1
CCC1Oc2ccccc2N(CC(=O)NCC2CCCO2)C1=O (configuration not stated)	3	-3	0	0	107	-2.3	-1	-2	-12	-1
Cc1ccc(C2CC(=O)NC(SCC(=O)OCc3ccccc3)=C2C#N)o1 (configuration not stated)	3	-4	-13	7	91	-1.4	26	3	-21	-2
Cc1nnc(NC(=O)c2ccccc2F)s1	1	-8	-6	2	97	-1.2	1	2	-32	-1
OCCN1CCN(c2ncnc3c2ncn3[C@H]2CN(Cc3ccc(F)cc3)C[C@@H](CO)O2)CC1	2	·	0	-1	99	-0.6	1	-2	4	1
Cc1noc(NS(=O)(=O)c2ccc(NC(=O)C34CC5CC(C3)CC(n3cnc(Br)n3)(C5)C4)cc2)c1C	1	-13	0	1	98	3.2	2	9	4	-4
CCNC(=S)N1C2CCC1CC(NC(=O)NC1CCCCC1)C2 (configuration not stated)	7	-1	1	1	96	2.1	2	-4	3	-4
Cn1c2ccccc2c2cc(C(=O)O)ccc21	5	-8	-15	2	98	-0.1	-6	0	-16	-3
Cc1cc(C)n(-c2nnc(C)n2NS(C)(=O)=O)n1	-2	3	7	1	95	-0.9	2	1	-10	1
CCOC(=O)[C@]12CCC=C1N(Cc1ccccc1)C(=O)[C@H](CC(=O)NCC13CC4CC(CC(C4)C1)C3)C2	-1	·	4	·	94	·	·	-2	5	·

# Quoted at random: 2 compounds from above, in no set order.
molecule	m5-HT2A agonist	TLR9-MyD88 block	NOD2-RIPK2 inh	N-glyco inh	ABCB6 inh 2	MC4R ag barr	Cardio protect	ABHD5 PLIN5 PPI	NCOA2 inhibitor	MC4R antag cAMP
CCCCN(CC)C(=O)Cn1c(=O)sc2ccccc21	3	0	-12	1	92	-0.3	3	2	-21	2
COc1ccc2[nH]c(CN3CCN(CC(C)C)C(CCO)C3)c(C)c2c1 (configuration not stated)	4	-4	-5	-1	97	1.1	2	2	-10	8

# (more compounds)
molecule	m5-HT2A agonist	TLR9-MyD88 block	NOD2-RIPK2 inh	N-glyco inh	ABCB6 inh 2	MC4R ag barr	Cardio protect	ABHD5 PLIN5 PPI	NCOA2 inhibitor	MC4R antag cAMP
Cc1c(NC(=O)C(C)OC(=O)c2c3c(nc4ccccc24)CCC(C)C3)c(=O)n(-c2ccccc2)n1C (configuration not stated)	4	2	-4	4	98	-2.0	6	3	10	-2
CCC(O)c1cc2c(cc1NC(=O)c1ccc(C)cc1)OCCO2 (configuration not stated)	13	-4	-10	-1	97	0.2	-11	11	-25	5
CC(=O)Nc1nc(-c2ccccc2)cc(-c2ccco2)c1C#N	8	15	-4	8	101	-0.8	10	3	10	6
CSc1nsc(SCC(=O)Nc2ccc(OC(C)=O)cc2)n1	1	10	-13	1	94	-1.7	-6	-7	-40	0
Cc1cc(C)c(S(=O)(=O)NCc2ccc3c(c2)OCO3)c(C)c1	0	-4	-8	1	96	-0.4	-8	-6	28	1
COC(=O)c1ccc(CSc2nc3ccccc3c(=O)n2-c2ccc(OC)c(OC)c2)o1	3	-10	-4	1	94	-2.8	14	4	7	-1
NC(=O)CC(NC(=O)Cc1ccc(Br)cc1)c1ccc(NC2CC3CCC2C3)c([N+](=O)[O-])c1 (configuration not stated)	9	5	11	43*	98	1.4	-2	2	15	9
CC(C)(C)n1nc2c(c1NC(=O)Cc1ccc([N+](=O)[O-])cc1)CS(=O)(=O)C2	0	10	-3	-1	99	-2.6	0	2	-8	5
